# AT treatment: potential ataxia-telangiectasia treatment. […] A-T fibroblasts, KAP-1 phosphorylation AlphaLISA; neocarzinostatin DNA damage 30 min before lysis. Potency, µM (titrated, usually from 57.5 µM), for the others: at the highest dose activation, actives largely listed as activators. actives 0.19% (n = 320,000). AID 485349; also: potency is read from the fitted curve at half-maximal effect; % of control where 0% means no effect; nearly all actives have a fitted effect of over 45% in size
#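 hTERT-immortalized A-T patient fibroblasts ([…]), 500 cells/well in OPTI-MEM, 1% FBS, got compounds for 60 min, then NCS for 30 min at 37C. Lysates were then assayed for phospho-KAP-1 by AlphaLISA (anti-pKAP1 donor, anti-KAP1 acceptor beads), 6 hr at 25C.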
# Tb PFK inh: blocks T. brucei phosphofructokinase; O15648; T. brucei PFK, ADP-Glo luminescence; Potency, µM (series often up to 57.5 µM), without a hit: top-dose activity, negative = inhibition, usual class: inhibitors; actives 0.17% (n = 330,000);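 also: potency is read from the fitted curve at half-maximal effect; 0% = uninhibited 1x PFK enzyme wells and -100% = no-enzyme wells; nearly all actives have a fitted effect of over 60% in size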
#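 ADP-Glo luminescence quantified ADP after 45 min at room temperature, with 1.25 nM T. brucei PFK, 0.1 mM ATP and 0.5 mM fructose-6-phosphate in pH 8.0 TEA buffer. qHTS titrations up to 57 µM; curves classified by quality.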
# MLL CXXC-DNA inh: MLL CXXC-DNA interaction inhibition | Q03164 | MLL-CXXC / FITC-HOXA9 DNA fluorescence polarization | Potency, µM (highest dose often 115 µM), for the others: at the highest dose activity change, negative = inhibition, hits mostly inhibitors | actives 0.037% (n = 290,000) | AID 2662; active = well fitted inhibition curve with a large enough effect in the polarisation, with a control signal flat, not every such curve was filed as active; inconclusive = small, poorly fitted or top-dose-only effect, or effect the other way, or a change in a side signal; inactive = no such curve, though single readings can be large or run the other way; the % refers to the polarisation; also: potency is read from the fitted curve at half-maximal effect
#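 Fluorescence polarization: 7 uM MLL-CXXC (stock) preincubated 5 min with compounds, then 50 nM fluorescein-HOX-A9 DNA (stock) added; 30 min ambient. Buffer 50 mM Tris-HCl pH 7.5, 50 mM NaCl, 1 mM DTT, 0.05% BSA.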
# TSHR antagonist: human thyrotropin receptor antagonism; TSHR-expressing cells, TSH-stimulated cAMP HTRF, 2 h; active compounds read low; activity change, negative = inhibition, % at 11.5 µM; actives 0.2% (n = 330,000);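 active = activity change below a set negative limit, meaning inhibition stronger than a set level, cut at about -70% in these data; inconclusive = activity change between two set negative limits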; also: % is scaled to controls: 0 for no effect and ±100 for the full control effect
#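 TSHR-expressing cells, 200/well, pre-treated with compound, then stimulated with EC80 TSH (4nM final) for 2 hours at 37 deg C. cAMP measured by competitive HTRF: anti-cAMP cryptate antibody in lysis buffer plus cAMP-d2, read after 30 minutes at room temperature.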
# KCNH2 WT inh: blocks the wildtype human KCNH2 potassium channel. Q12809. U2OS, BacMam KCNH2, thallium flux FluxOr; active compounds read low. activity change, % at 1.84 µM. actives 0.37% (n = 340,000). AID 720551;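 active = maximum activity change below -70%; inconclusive = maximum activity change between -70% and -50%; inactive = maximum activity change above -50%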; also: % is scaled to controls: 0 for no effect and ±100 for the full control effect
# Target sequence (Q12809 whole entry, looked up): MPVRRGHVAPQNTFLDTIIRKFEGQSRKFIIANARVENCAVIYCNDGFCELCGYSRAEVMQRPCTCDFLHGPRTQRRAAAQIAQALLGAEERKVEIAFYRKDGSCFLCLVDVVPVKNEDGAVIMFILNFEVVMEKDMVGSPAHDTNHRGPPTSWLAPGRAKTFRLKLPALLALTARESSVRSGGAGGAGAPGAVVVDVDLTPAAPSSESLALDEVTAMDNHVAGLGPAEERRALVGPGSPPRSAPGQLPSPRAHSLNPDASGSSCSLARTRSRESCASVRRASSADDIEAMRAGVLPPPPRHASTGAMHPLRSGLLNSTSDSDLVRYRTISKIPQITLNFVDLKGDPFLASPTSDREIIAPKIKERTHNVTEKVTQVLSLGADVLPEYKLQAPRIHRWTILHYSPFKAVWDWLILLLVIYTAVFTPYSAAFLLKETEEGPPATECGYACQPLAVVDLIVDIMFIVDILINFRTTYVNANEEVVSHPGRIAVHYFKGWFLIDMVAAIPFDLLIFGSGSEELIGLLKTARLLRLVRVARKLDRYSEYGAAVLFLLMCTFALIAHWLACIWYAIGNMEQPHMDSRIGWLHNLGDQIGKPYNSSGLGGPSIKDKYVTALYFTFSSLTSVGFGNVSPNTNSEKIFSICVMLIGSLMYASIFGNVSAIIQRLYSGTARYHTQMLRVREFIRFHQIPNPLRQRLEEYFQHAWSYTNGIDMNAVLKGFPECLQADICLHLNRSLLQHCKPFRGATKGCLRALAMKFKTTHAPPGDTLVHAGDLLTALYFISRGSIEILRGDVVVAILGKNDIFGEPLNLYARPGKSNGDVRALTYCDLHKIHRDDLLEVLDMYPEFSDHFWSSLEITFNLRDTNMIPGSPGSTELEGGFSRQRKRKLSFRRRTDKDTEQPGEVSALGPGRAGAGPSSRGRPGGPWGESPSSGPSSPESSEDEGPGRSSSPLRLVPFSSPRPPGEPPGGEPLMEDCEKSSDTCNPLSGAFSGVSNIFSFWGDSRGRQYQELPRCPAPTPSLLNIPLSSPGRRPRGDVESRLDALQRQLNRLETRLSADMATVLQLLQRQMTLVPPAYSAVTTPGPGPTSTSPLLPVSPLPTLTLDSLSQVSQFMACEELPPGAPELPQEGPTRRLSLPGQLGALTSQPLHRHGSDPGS
#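 U2OS cells transduced with wild-type KCNH2 virus are loaded with FluxOr dye for 45 min, and thallium flux is measured in kinetic reads before and after stimulation buffer. Rate constants are normalized to DMSO controls.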
# GALK inhibitor: inhibitors of human galactokinase; P51570; Purified GALK, Kinase-Glo residual ATP luminescence; Potency, µM (series often up to 57.5 µM), without a hit: at the top dose activity change, negative = inhibition, most hits filed as inhibitors; actives 0.007% (n = 270,000); AID 1868; also: potency is read from the fitted curve at half-maximal effect; % is scaled to controls: 0 for no effect and ±100 for the full control effect
#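 Quantitative HTS: GALK 5 nM, ATP 35 uM, galactose 100 uM, 1 h room temperature, then luciferase-based ATP detection.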
# TCR activator: activators of T cell receptors | 330,000 tested, under 10 active | Potency, µM (highest dose often 9.22 µM), inactives show at the highest dose activation of IL-2 secretion, actives largely listed as activators | primary human leukocytes, anti-CD3, IL-2 HTRF, 48 h | AID 504894; also: % of control where 0% means no effect
#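 Primary human leukocytes were stimulated with a-CD3 beads plus compounds for 48 hr without co-stimulation; secreted IL-2 was quantified by HTRF using a-IL-2-K (europium cryptate) and a-IL-2-d2, excited at 320nm with acceptor emission read at 665nm.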
# BCR signal inh: chronic active BCR signaling inhibition | ABC-DLBCL IkBa-CBG/CBR reporter, luminescence ratio, 4 h | Potency, µM (doses to about 46.1 µM), for inactives: top-dose ratio change, negative = lower green/red ratio, hits mostly inhibitors | actives 0.05% (n = 340,000); active = well fitted inhibition curve with a large enough effect in the signal ratio, with a control signal flat, not every such curve was filed as active; inconclusive = small, poorly fitted or top-dose-only effect, or effect the other way, or a change in a side signal; the % refers to the signal ratio;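 also: potency is read from the fitted curve at half-maximal effect; plate controls were basal doxycycline-induced cells for no effect and cells given 10 µM MG132 for full effect; MG132 reads +100%, hits lower the ratio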
#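 Doxycycline induced both beetle luciferases in TMD8 lymphoma cells; IKK-driven degradation limits the IkappaBalpha-fused green signal, while red luminescence normalises for cell number and nonspecific effects. Compounds tested up to 46 uM, 4 hrs.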
# Giardia kill: kills Giardia lamblia. Giardia lamblia trophozoite viability. activity change, % at 7.66 µM, hits read low. actives 0.15% (n = 340,000). AID 540267; in the data active = activity change below about -80%; inconclusive = between about -30% and that limit;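 also: parasites exposed to compound for two days anaerobically before the ATP read; % is scaled to controls: 0 for no effect and ±100 for the full control effect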
#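 Each well holds 100 Giardia trophozoites and compound. After two days (48 hrs) at 37 deg C in anaerobic conditions, ATP is quantified by luminescence.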
# Coupling enz: counter-screen for Giardia aldolase inhibitors: coupling enzyme system | AID 2472 | activity change, negative = inhibition, % at 58.2 µM, hits read low | coupling enzyme system counterscreen, AmpLite Red fluorescence | actives 0.67% (n = 290,000); in the data active = activity change below about -30%; also: % is scaled to controls: 0 for no effect and ±100 for the full control effect
#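 Activity here indicates interference with the coupling reaction, not aldolase inhibition. Compounds at 57.5 uM final met coupling enzymes for 10 min at RT; substrate and AmpLite Red detection followed, with a 525/598 nm fluorescence read after 20 min.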
# The depositor's hits bear a star; ? = inconclusive; nt = not tested or not shown; [ ] = dose if it differs, or a comment. Unless noted, calls follow the shape of the dose curve; as a rule, active = well fitted curve in the direction sought with a large enough effect; inconclusive = small, poorly fitted or top-dose-only effect, or another doubt; inactive = no such curve, though single readings can be large; an effect the other way counts as inactive or inconclusive.
item	canonical_smiles	AT treatment	Tb PFK inh	MLL CXXC-DNA inh	TSHR antagonist	KCNH2 WT inh
1	COc1ccc(CNC(=O)c2ccc[nH]2)cc1Cl	0%	4%	18%	-4	-3
2	NC(=O)C(c1ccccc1)c1ncc(C(F)(F)F)cc1Cl (stereo not given)	-3%	-5%	0%	8	1
3	S=C(c1cn(Cc2ccc(Br)cc2)c2ccccc12)N1CCOCC1	-5%	1%	-1%	-7	-2
4	COc1cc(NS(=O)(=O)c2ccc3c(c2)oc(=O)n3C)cc(OC)c1OC	4%	0%	6%	-12	-7
5	C=CCN(c1ccc(C(=O)NCCSc2ccccc2)cc1)S(C)(=O)=O	1%	-12%	2%	11	7
6	COc1ccc(NC(=O)NCCCN2CCN(c3ccccc3F)CC2)cc1	0%	-1%	1%	11	13
7	COc1ccc(NC(=O)Cn2nc3n(c2=S)CCC3)cc1	3%	-5%	9%	1	-14
8	CCc1cccc(NC(=O)c2cccc(S(=O)(=O)N3CCN(C)CC3)c2)c1	-11%	-3%	29%	-3	1

item	GALK inhibitor	TCR activator	BCR signal inh	Giardia kill	Coupling enz
1	1%	-5%	-2%	7	-2
2	0%	1%	3%	-10	1
3	-3%	13%[46.1 µM]	-2%	3	-7
4	1%	-2%	-26%	?	-1
5	7%	0%	0%	50[activator]	0
6	4%	3%	0%	5	0
7	-2%	3%	1%	-3	0
8	-2%	3%	?	-13	3

item	canonical_smiles	AT treatment	Tb PFK inh	MLL CXXC-DNA inh	TSHR antagonist	KCNH2 WT inh
9	Cc1ccc(NC(=O)c2nsc(Cl)c2Cl)cc1	7%	-3%	0%	1	4
10	O=C(c1nc(SCc2ccc([N+](=O)[O-])cc2)n2ccccc12)C(F)(F)F	6%	1%	-17%	-11	20
11	CN(C)S(=O)(=O)c1ccc(C(=O)N2CCC(c3nc4ccccc4o3)CC2)cc1	-9%	-5%	0%	-3	-16
12	COc1ccc(/C=N/N(C(C)=O)c2nc(-c3ccc(C)cc3)cs2)cc1	0%	0%	-4%	16	-2
13	Cn1c(SCC(=O)NCC2CCCO2)nnc1-c1cccc(NC(=O)c2ccccc2F)c1 (stereo not given)	6%	-2%	3%	11	-2
14	Oc1ccc2cc(Br)ccc2c1CN1CCCC1	-7%	-2%	-2%	19	15
15	N#CC(C(=O)Nc1ccc(Cl)c(Cl)c1)=C1Nc2ccccc2N1	0%	7%	-16%	-25	2
16	O=C(Nc1ccccc1)c1ccccc1CSc1ccccc1	2%	-8%	nt	33	-11

item	GALK inhibitor	TCR activator	BCR signal inh	Giardia kill	Coupling enz
9	2%	-3%	?	2	7
10	-2%	-3%	-18%	-6	-1
11	0%	5%	-1%	15	3
12	6%	0%	-14%	2	0
13	-2%	2%	4%	12	0
14	-2%	-1%	?	-6	-4
15	-7%	7%	7%	44[activator]	-5
16	nt	-5%	4%	9	nt

item	canonical_smiles	AT treatment	Tb PFK inh	MLL CXXC-DNA inh	TSHR antagonist	KCNH2 WT inh
17	CC(=O)O[C@H]1CC[C@@]2(C)C(=CC[C@H]3[C@@H]4CC[C@H](C5(C)OCCO5)[C@@]4(C)CC[C@@H]32)C1	7%	-3%	nt	-2	-4
18	COc1cc(OC)c(OC)cc1/C=N/Nc1ccc(Cl)nn1	12%	2%	14%	-6	-5
19	O=c1c(O[C@@H]2O[C@H](CO)[C@@H](O)[C@H](O)[C@H]2O)c(-c2ccc(O)cc2)oc2cc(O)cc(O)c12	-3%	0%	nt	10	13
20	O=C(CC12CC3CC(CC(C3)C1)C2)NCc1ccncc1	-4%	0%	4%	-21	13
21	CCOC(=O)c1cc(-c2ccccc2)n(CCC(=O)N2CCN(c3ccc(OC)cc3)CC2)c1C	-4%	1%	-1%	-5	2
22	O=C1Cc2ccccc2C(=O)N1OCc1ccc(Cl)cc1	-1%	3%	8%	-5	-5
23	Cc1cc(C=C2C(=O)c3ccccc3C2=O)c(C)n1-c1cccc(C(=O)O)c1	-3%	-2%	-25%	-39	-23
24	CSc1ccc(S(=O)(=O)Nc2ccc3c(c2)OCCO3)cc1	3%	-2%	2%	-5	1

item	GALK inhibitor	TCR activator	BCR signal inh	Giardia kill	Coupling enz
17	nt	10%	4%	-5	nt
18	0%	-2%	-1%	-16	2
19	nt	-1%	2%	52[activator]	1
20	0%	nt	-2%	-3	3
21	1%	-2%[46.1 µM]	-14%	5	0
22	-2%	5%	1%	0	-42*
23	0%	3%	?	-10	-18
24	-1%	1%[46.1 µM]	-8%	10	1

# In a second layout: results already given
[15] N#CC(C(=O)Nc1ccc(Cl)c(Cl)c1)=C1Nc2ccccc2N1
[16] O=C(Nc1ccccc1)c1ccccc1CSc1ccccc1
[17] CC(=O)O[C@H]1CC[C@@]2(C)C(=CC[C@H]3[C@@H]4CC[C@H](C5(C)OCCO5)[C@@]4(C)CC[C@@H]32)C1
[18] COc1cc(OC)c(OC)cc1/C=N/Nc1ccc(Cl)nn1
[19] O=c1c(O[C@@H]2O[C@H](CO)[C@@H](O)[C@H](O)[C@H]2O)c(-c2ccc(O)cc2)oc2cc(O)cc(O)c12
[20] O=C(CC12CC3CC(CC(C3)C1)C2)NCc1ccncc1
[21] CCOC(=O)c1cc(-c2ccccc2)n(CCC(=O)N2CCN(c3ccc(OC)cc3)CC2)c1C
assay / compound | 15 | 16 | 17 | 18 | 19 | 20 | 21
AT treatment | 0% | 2% | 7% | 12% | -3% | -4% | -4%
Tb PFK inh | 7% | -8% | -3% | 2% | 0% | 0% | 1%
MLL CXXC-DNA inh | -16% | nt | nt | 14% | nt | 4% | -1%
TSHR antagonist | -25 | 33 | -2 | -6 | 10 | -21 | -5
KCNH2 WT inh | 2 | -11 | -4 | -5 | 13 | 13 | 2
GALK inhibitor | -7% | nt | nt | 0% | nt | 0% | 1%
TCR activator | 7% | -5% | 10% | -2% | -1% | nt | -2%[46.1 µM]
BCR signal inh | 7% | 4% | 4% | -1% | 2% | -2% | -14%
Giardia kill | 44[activator] | 9 | -5 | -16 | 52[activator] | -3 | 5
Coupling enz | -5 | nt | nt | 2 | 1 | 3 | 0

# Next section:
item	canonical_smiles	AT treatment	Tb PFK inh	MLL CXXC-DNA inh	TSHR antagonist	KCNH2 WT inh
25	Cc1ccc(NS(=O)(=O)c2ccc(N3C(=O)CCC3=O)cc2)cc1	nt	0%	-1%	-3	-12
26	CCOC(=O)c1c(C)[nH]c(C(=O)COC(=O)c2[nH]c(C)c(C(C)=O)c2C)c1C	-1%	-3%	10%	-18	-7
27	CN(C)c1ccc(C2SCCN2C(=O)c2ccc([N+](=O)[O-])cc2)cc1 (stereo not given)	-4%	7%	4%	9	16
28	COc1ccccc1N1CCN(C(=O)c2ccc(Cl)c(S(=O)(=O)NCc3ccco3)c2)CC1	0%	0%	2%	2	-10
29	CCCC(=O)NC(=S)Nc1ccccc1C(=O)OC	8%	4%	5%	-6	0
30	CCC(=O)N1CCc2cc(Br)cc(S(=O)(=O)N3CCC(C(=O)NC(C)(C)C)CC3)c21	-4%	0%	3%	2	-5
31	O=C1C(=O)N(c2nccs2)C(c2ccccc2)/C1=C(\O)c1ccc2c(c1)OCCO2 (stereo not given)	-18%	-23%	2%	16	nt
32	CCCOc1ccc(C(=O)NNC(=S)NC(=O)c2cc(-c3ccccc3)nc3ccccc23)cc1	2%	-5%	-4%	-5	4

item	GALK inhibitor	TCR activator	BCR signal inh	Giardia kill	Coupling enz
25	1%	4%	?	3	3
26	-4%	nt	-13%	-7	0
27	1%	-6%[46.1 µM]	-17%	25	1
28	0%	2%	-2%	2	2
29	nt	4%	13%	31[activator]	1
30	-2%	1%	?	-11	0
31	4%	nt	8%	nt	nt
32	6%	-2%	1%	-6	17

item	canonical_smiles	AT treatment	Tb PFK inh	MLL CXXC-DNA inh	TSHR antagonist	KCNH2 WT inh
33	O=C(O)C1Nc2c(O)cc(Cl)c([N+](=O)[O-])c2C2C=CCC12 (stereo not given)	-17%	?	-21%	-6	0
34	CN(C)C=NC(=O)c1cccn1-c1ncc(C(F)(F)F)cc1Cl	-2%	0%	4%	7	-6
35	Cn1c(CCNC(=O)c2cccs2)n[nH]c1=S	10%	0%	0%	-4	2
36	Cc1c(C)n(CCC#N)c2ccc(Cl)cc12	1%	1%	3%	12	6

item	GALK inhibitor	TCR activator	BCR signal inh	Giardia kill	Coupling enz
33	-5%	11%	2%	4	-8
34	6%	nt	6%	3	3
35	1%	0%[46.1 µM]	-3%	4	0
36	0%	1%[46.1 µM]	-8%	4	0
